Screening data deposited in PubChem BioAssay by several laboratories.
L929 necroptosis: blocks zVAD induced death of L929 cells. viability rescue, % at 10 µM. AID 1377. L929 zVAD necroptosis rescue, ATP luminescence, 24 h; with zVAD 60 µM. hit rate 0.38% among 220,000;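 active means activation, scaled between plate controls, above about 75%, limit read from the data; inactive means activation under that limit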;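 further: 0% = zVAD with DMSO and 100% = DMSO alone without zVAD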
Rad51 HR inh: Rad51 (human) homologous recombination inhibition; AID 1385; hRad51 DNA strand exchange, fluorescence dequenching; hit rate 0.085% among 200,000; Q06609; inhibition, % at 10 µM;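 active means inhibition above 40% at the single screening dose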;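 further: 0% = DMSO control wells and 100% = blanks with heterologous ssDNA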
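System: hRad51 filaments on single-stranded DNA; reagent: Fluorescein- and BHQ1-tagged 47-mer duplex; compound dosing: one concentration, 10 µM final; timing: filaments 15 min 37 °C, then compound 30 min; measured by: fluorescein emission 520 nm, excitation 485 nm; benchmarks: per-plate controls and blanks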
Calpain2 inh: inhibitors of pig calpain II | hit rate 0.37% among 220,000 | purified calpain II, fluorogenic peptide substrate, 30 min | inhibition, % at 16 µM;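 active means inhibition above about 50%, limit read from the data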
MDM2 E3 inh: inhibitors of human Mdm2 E3 ubiquitin ligase; AID 1230; cell-based MDM2 ubiquitination luciferase reporter, 2 h; 0 = plate control, 100 = twice control, blank-subtracted; hit rate 0.11% among 210,000; signal enhancement, % at 5 µM;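 active means signal enhancement of 30% or more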;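 further: luminescence tracks abundance of the self-degrading MDM2-luciferase fusion protein; higher signal means inhibition of MDM2 E3 ligase activity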
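Test system: mammalian cells stably expressing self-ubiquitinating, self-degrading MDM2 E3–luciferase fusion; Amount: 2000 cells in each well; Medium: DMEM; Schedule: 4 h settle plus 2 h compound, 37 °C; Technique: SteadyLite luciferase luminescence after 15 min room-temperature reagent incubation; Benchmarks: plate control and blank wells.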
EBV gp42 block: blocks Epstein-Barr virus glycoprotein 42 binding; AID 1085; Fluorescence polarization binding assay, mP read-out; inhibition, % (tested at 21.74 µM); hit rate 0.42% among 220,000; in the data active means inhibition above about 50%
eIF4E 4G PPI: inhibitors of eIF4E and eIF4G interaction in translation initiation; hit rate 0.37% among 220,000; AID 782; TR-FRET eIF4E-eIF4GI(517-606) binding, 2 h; inhibition, % at 21.7 µM;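 active means inhibition above about 30%, limit read from the data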;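 further: 0% = full FRET control wells and 100% = background wells lacking eIF4GI fragment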
Target sequence (P63073 whole entry, looked up, the tested form may be a part): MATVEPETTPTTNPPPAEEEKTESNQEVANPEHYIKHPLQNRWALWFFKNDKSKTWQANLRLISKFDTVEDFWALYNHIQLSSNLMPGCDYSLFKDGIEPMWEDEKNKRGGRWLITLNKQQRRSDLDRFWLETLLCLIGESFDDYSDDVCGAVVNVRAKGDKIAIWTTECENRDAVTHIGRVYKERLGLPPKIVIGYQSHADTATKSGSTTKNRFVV
Target sequence (Q04637 whole entry, looked up, the tested form may be a part): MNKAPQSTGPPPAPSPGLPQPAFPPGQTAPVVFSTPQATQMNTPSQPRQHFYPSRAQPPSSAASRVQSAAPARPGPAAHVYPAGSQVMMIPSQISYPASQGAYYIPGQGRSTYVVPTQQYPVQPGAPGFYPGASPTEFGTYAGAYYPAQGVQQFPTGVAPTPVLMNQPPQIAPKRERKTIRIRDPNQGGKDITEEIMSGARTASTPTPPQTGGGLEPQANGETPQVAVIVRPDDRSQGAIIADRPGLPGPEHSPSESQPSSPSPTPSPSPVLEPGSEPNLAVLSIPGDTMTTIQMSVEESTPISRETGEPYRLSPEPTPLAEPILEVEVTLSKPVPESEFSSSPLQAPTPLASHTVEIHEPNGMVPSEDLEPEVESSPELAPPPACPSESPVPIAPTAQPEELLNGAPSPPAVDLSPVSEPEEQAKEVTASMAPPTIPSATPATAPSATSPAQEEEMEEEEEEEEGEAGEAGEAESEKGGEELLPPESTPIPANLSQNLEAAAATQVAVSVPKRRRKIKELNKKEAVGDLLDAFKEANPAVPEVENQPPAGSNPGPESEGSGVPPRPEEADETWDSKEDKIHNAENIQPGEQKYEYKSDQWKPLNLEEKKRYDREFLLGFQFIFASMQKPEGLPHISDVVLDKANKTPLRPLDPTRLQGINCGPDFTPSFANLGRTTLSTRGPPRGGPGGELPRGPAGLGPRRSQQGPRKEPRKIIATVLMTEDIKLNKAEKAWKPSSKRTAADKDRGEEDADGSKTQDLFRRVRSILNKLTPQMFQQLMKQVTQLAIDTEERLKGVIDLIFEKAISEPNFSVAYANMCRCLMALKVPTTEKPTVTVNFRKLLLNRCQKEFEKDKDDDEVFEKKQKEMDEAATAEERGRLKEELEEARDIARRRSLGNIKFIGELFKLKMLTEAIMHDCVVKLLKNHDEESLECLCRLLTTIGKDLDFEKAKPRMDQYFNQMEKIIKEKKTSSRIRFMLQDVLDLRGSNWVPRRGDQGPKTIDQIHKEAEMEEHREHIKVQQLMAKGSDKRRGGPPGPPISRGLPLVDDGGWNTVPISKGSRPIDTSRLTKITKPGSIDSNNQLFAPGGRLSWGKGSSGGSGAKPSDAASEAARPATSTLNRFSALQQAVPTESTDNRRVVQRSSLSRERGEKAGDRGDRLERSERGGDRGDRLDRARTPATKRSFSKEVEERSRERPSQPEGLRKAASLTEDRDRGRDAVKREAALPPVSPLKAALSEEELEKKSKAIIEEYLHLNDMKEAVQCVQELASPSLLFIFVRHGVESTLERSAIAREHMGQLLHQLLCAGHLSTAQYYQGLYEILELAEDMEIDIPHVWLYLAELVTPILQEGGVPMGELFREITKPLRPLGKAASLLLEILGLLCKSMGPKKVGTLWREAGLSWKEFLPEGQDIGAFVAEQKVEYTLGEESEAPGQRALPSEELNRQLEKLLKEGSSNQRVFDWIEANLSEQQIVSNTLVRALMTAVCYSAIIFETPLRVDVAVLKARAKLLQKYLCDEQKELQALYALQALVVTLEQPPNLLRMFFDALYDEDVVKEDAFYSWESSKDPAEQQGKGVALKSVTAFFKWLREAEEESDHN
KCC2 mod: KCC2 (human) Cl- transport modulation. KCC2 cells, thallium flux FluoZin-2 fluorescence. AID 1456. hit rate 2.2% among 190,000. B-score of Tl+ flux slope (higher = more flux/activation; lower = inhibition) at 10 µM;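 active means thallium flux slope and its plate-corrected score both differing from the plate sample mean at a set confidence after two filtering rounds, in either direction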;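 further: slope of fluorescence scaled to starting intensity during 10 to 20 s after thallium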
PERK inhibitor: inhibitors of human PERK kinase; inhibition, % at 5.6 µM; AID 1416; CHO PERK-DD fusion, SEAP luminescence translation reporter; hit rate 0.17% among 220,000;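 active means inhibition above the mean inhibition of all tested compounds plus 3 SD, set separately per screening campaign, cut at about 2.9% in these data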;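 further: PERK kinase domain activated by AP20187 dimerizer at 100 nM; 0% = DMSO with dimerizer and 100% = rapamycin at 8.4 µM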
TNF necrop inh: inhibitors of TNF-alpha induced necroptosis in Jurkat FADD-/- cells. activation (protection from cell death), % at 10 µM. hit rate 0.068% among 220,000. Jurkat FADD-/- TNF necroptosis rescue, ATP luminescence, 24 h; 0 = TNF only, 100 = no-TNF cells;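 active means activation, meaning protection from cell death, of at least 50% relative to plate controls; inactive means activation below 50%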;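 further: necroptosis triggered by 40 ng/mL TNF-alpha added together with compound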
Starred values were filed as active, the others as inactive; i = inactive; . = not tested or not shown; [ ] = remark or other dose.

[1] COc1ccc(/C=N/NC(=O)c2ccc3c(c2)OCCO3)cc1[N+](=O)[O-]
[2] O=C1[C@@H]2CSCN2C(=O)CN1Cc1ccc(F)cc1
[3] Cc1[nH]c(-c2ccc3c(c2)OCO3)nc1C(=O)O
[4] O=C(NNC(=O)c1ccccc1-c1ccccc1C(=O)O)c1ccccc1
[5] O=C(CSc1nnc(-c2cccnc2)n1Cc1ccccc1)NCc1ccco1
[6] CCN1C(=O)C(CC(=O)Nc2ccc(F)cc2)N(CCc2ccc(OC)cc2)C1=S (configuration not stated)

entry no. | 1 | 2 | 3 | 4 | 5 | 6
EBV gp42 block | -11 | -11 | -12 | -7 | -15 | -2
L929 necroptosis | 2.7 | 0.4 | 0.2 | 4.0 | 0.2 | 6.0
KCC2 mod | 0.23 | -1.3 | 1.1 | 1.9 | 0.86 | -0.25
eIF4E 4G PPI | 2 | -15 | -1 | -2 | 1[fluorescence artefact?] | -1
MDM2 E3 inh | -6 | . | -13 | 0 | -7 | -11
Calpain2 inh | 18 | 12 | -2 | 4 | -21 | 21
TNF necrop inh | -0.2 | 1.9 | -7.5 | 0.9 | 0.4 | 2.0
PERK inhibitor | -0.2 | 1.2 | 0.0 | 1.3 | -0.5 | 0.3
Rad51 HR inh | 0 | 10 | -7 | 0 | -3 | -1

[7] CC(C)(C)Nc1cccccc1=O
[8] CCOC(=O)C1C(c2ccc(OC)cc2)N(C)OC1(O)C(F)(F)F (configuration not stated)
[9] CCC(C)NC(=O)CCCCCn1c(=O)[nH]c2cc(OC)c(OC)cc2c1=O (configuration not stated)
[10] COc1ccc(C(=O)Nc2cccnc2)cc1S(=O)(=O)N1CCOCC1
[11] CCOc1ccc(/C=C/C(=O)C(C(N)=O)=C2SCCS2)cc1
[12] Cc1ccc(CN2CCN(CC(=O)N/N=C/c3ccccc3F)CC2)cc1

entry no. | 7 | 8 | 9 | 10 | 11 | 12
EBV gp42 block | -9 | 1 | 16 | -13 | -29 | 3
L929 necroptosis | -0.2 | 0.2 | 1.2 | 0.5 | 2.7 | 0.0
KCC2 mod | -0.42 | 0.3 | -1.2 | 0.71 | -1.6 | -0.13
eIF4E 4G PPI | -1 | 1 | -1 | -10 | -7 | 1
MDM2 E3 inh | -16 | 7 | -3 | -14 | 5 | -12
Calpain2 inh | 1 | 11 | 1 | -7 | -3 | -4
TNF necrop inh | -2.5 | 2.5 | 0.8 | 1.0 | 3.6 | -1.3
PERK inhibitor | 1.8 | 0.3 | 1.5 | -0.8 | 0.1 | -0.6
Rad51 HR inh | 7 | 0 | -4 | -2 | 4 | .

Three of the compounds above, with two lines to a compound:
Below each SMILES: EBV gp42 block, L929 necroptosis, KCC2 mod, eIF4E 4G PPI, MDM2 E3 inh, Calpain2 inh, TNF necrop inh, PERK inhibitor, Rad51 HR inh
[9] CCC(C)NC(=O)CCCCCn1c(=O)[nH]c2cc(OC)c(OC)cc2c1=O (configuration not stated)
→ 16, 1.2, -1.2, -1, -3, 1, 0.8, 1.5, -4
[10] COc1ccc(C(=O)Nc2cccnc2)cc1S(=O)(=O)N1CCOCC1
→ -13, 0.5, 0.71, -10, -14, -7, 1.0, -0.8, -2
[11] CCOc1ccc(/C=C/C(=O)C(C(N)=O)=C2SCCS2)cc1
→ -29, 2.7, -1.6, -7, 5, -3, 3.6, 0.1, 4

More entries:
[13] COc1cc(C2Nc3cccc4cccc(c34)N2)cc(OC)c1OC(C)=O
[14] O=C(Cn1cccc(C(F)(F)F)c1=O)c1ccc(Cl)cc1
[15] Cc1cc(C)c[n+](-c2nc3ccccc3nc2[N-]S(=O)(=O)c2ccc(Br)s2)c1
[16] O=C1CC2(CCCCC2)Oc2ccc(OCC(=O)N3CCOCC3)cc21
[17] CC1(C)C(=O)Nc2ccccc2N1C(=O)COc1cccnc1[N+](=O)[O-]
[18] CCCn1c(CC)nc([N+](=O)[O-])c1S(=O)(=O)c1ccccc1

entry no. | 13 | 14 | 15 | 16 | 17 | 18
EBV gp42 block | 25 | -10 | 66* | -2 | -6 | -10
L929 necroptosis | 0.6 | 1.1 | 8.3 | 0.1 | 0.5 | 2.8
KCC2 mod | -0.15 | -0.76 | -0.17 | 0.84 | 0.0098 | -0.13
eIF4E 4G PPI | 6[fluorescence artefact?] | 1 | 1 | -2 | 1 | 3
MDM2 E3 inh | -7 | -8 | -20 | -5 | -30 | -9
Calpain2 inh | -120 | 9 | 10 | i | 13 | -21
TNF necrop inh | -14 | 6.5 | -2.5 | -4.1 | 0.7 | -23
PERK inhibitor | 0.9 | 0.7 | -0.2 | 0.0 | 0.1 | -0.1
Rad51 HR inh | . | 4 | -39 | -5 | 3 | -7

Entries by screen from above.
Nos. 13 to 17 in EBV gp42 block, in turn: 25, -10, 66*, -2, -6
Nos. 13 to 17 in L929 necroptosis, in turn: 0.6, 1.1, 8.3, 0.1, 0.5

2 compounds from above, showing only KCC2 mod.
| No. | mol | KCC2 mod |
| --- | --- | --- |
| 13 | COc1cc(C2Nc3cccc4cccc(c34)N2)cc(OC)c1OC(C)=O | -0.15 |
| 14 | O=C(Cn1cccc(C(F)(F)F)c1=O)c1ccc(Cl)cc1 | -0.76 |

Continuation:
[19] CC(C)(C)OC(=O)NCCCCCc1nnc(SCc2ccc(F)cc2)o1
[20] CCCCOP(=O)(OCCCC)C(Nc1ccccc1)c1ccc2c(c1)OCO2 (configuration not stated)
[21] COCCCNC(=O)c1c(NC(=O)C2COc3ccccc3O2)sc2c1CCCC2 (configuration not stated)
[22] CN(C(=O)COc1ccccc1)C1CCS(=O)(=O)C1 (configuration not stated)
[23] CCC(c1nnc(SCC(=O)N2CC(=O)Nc3ccccc32)n1Cc1ccccc1)N(C)C (configuration not stated)
[24] Nn1c(C2COc3ccccc3O2)n[nH]c1=S (configuration not stated)

entry no. | 19 | 20 | 21 | 22 | 23 | 24
EBV gp42 block | -4 | -9 | -24 | -2 | -12 | -22
L929 necroptosis | 1.2 | 1.8 | -0.1 | 14 | 1.0 | -0.2
KCC2 mod | -4.2 | 0.19 | -0.12 | 0.53 | 0.17 | -0.73
eIF4E 4G PPI | 2 | 1 | -13[fluorescence artefact?] | 0 | -1[fluorescence artefact?] | 4
MDM2 E3 inh | -10 | . | -18 | -2 | -17 | -11
Calpain2 inh | 19 | 30 | 0 | 12 | 7 | -5
TNF necrop inh | 8.3 | -0.3 | 0.8 | 0.4 | -0.5 | 0.0
PERK inhibitor | 0.5 | -0.5 | -1.5 | 0.1 | 0.8 | 0.7
Rad51 HR inh | 1 | . | -2 | -2 | 0 | 6

[25] CC(Oc1ccccc1)C(=O)NNC(=O)c1cccs1 (configuration not stated)
[26] CCN(CC)C(=S)Nc1ccc2nc3n(c(=O)c2c1)CCCCC3
[27] Cc1cc(NC(=O)c2ccc(Cl)c([N+](=O)[O-])c2)no1
[28] O=C(COC(=O)c1ccccc1O)Nc1cccnc1Cl
[29] COC(=O)NNC(=O)COc1ccc2ccccc2c1Br
[30] c1ccc2c(-c3nn[nH]n3)cccc2c1

entry no. | 25 | 26 | 27 | 28 | 29 | 30
EBV gp42 block | -19 | -15 | -20 | -7 | 22 | -11
L929 necroptosis | -0.8 | 0.3 | -0.9 | 0.8 | 0.3 | 1.1
KCC2 mod | . | . | . | 1.9 | -2.5 | -0.14
eIF4E 4G PPI | 4 | 0 | 5 | 2 | -13 | 2
MDM2 E3 inh | -14 | -44 | -4 | -3 | -5 | -8
Calpain2 inh | -17 | 6 | 23 | -10 | 16 | -5
TNF necrop inh | 0.5 | 0.7 | 2.3 | 1.5 | 0.7 | 1.6
PERK inhibitor | 1.1 | -0.1 | 1.0 | 0.5 | 0.0 | 1.2
Rad51 HR inh | 1 | -7 | 3 | 2 | -2 | -4

[31] O=C1NC(=O)C(CC(=O)N(Cc2cccs2)C2(C(=O)NC3CCCCC3)CCCCC2)N1 (configuration not stated)
[32] O=C(NC(=O)c1c(F)cccc1F)O/N=C1\CCCc2occc21
[33] CCS(=O)(=O)Nc1ccc(C2=NN(C(=O)c3ccco3)C(c3cccc(F)c3)C2)cc1 (configuration not stated)
[34] COc1ccc(C(=O)c2cnc(/N=C/N(C)C)s2)cc1
[35] COc1ccc(NC(=O)c2cccnc2Cl)c(S(=O)(=O)N2CCOCC2)c1
[36] Cc1nn(C(C)C(=O)NC2C(=O)N3C(C(=O)O)=C(CSc4nnnn4C)CSC23)cc1Cl (configuration not stated)

entry no. | 31 | 32 | 33 | 34 | 35 | 36
EBV gp42 block | -11 | 13 | -20 | -18 | -14 | -11
L929 necroptosis | . | 0.2 | -0.5 | -0.1 | -0.5 | -2.6
KCC2 mod | -1.1 | -0.24 | -1.7 | 1.1 | 0.21 | -0.11
eIF4E 4G PPI | 1 | 1 | 1 | -3 | 1 | 2
MDM2 E3 inh | -6 | -12 | -65 | -14 | -8 | 5
Calpain2 inh | -5 | -13 | -6 | -41 | -11 | -19
TNF necrop inh | 1.2 | 2.2 | 0.9 | -3.0 | -0.5 | 0.1
PERK inhibitor | 0.1 | -0.1 | 2.0 | 0.7 | -0.7 | 0.9
Rad51 HR inh | . | 4 | 3 | -7 | 11 | 4

[37] CCOC(=O)N1CCC(NC(=O)C2CCN(S(=O)(=O)N3CCCC3)CC2)CC1
[38] COC(=O)c1sc(-c2ccc(Cl)cc2)cc1NC(=O)/C=C/C(=O)O
[39] Cc1ccc(-n2c(CCc3nc4ccccc4[nH]3)n[nH]c2=S)cc1
[40] O=C(NNc1ccccc1)C(CCO)C(=O)NNc1ccccc1
[41] Nc1c2nc(-c3ccccc3)[nH]c(=O)c2nc(=O)n1-c1ccccc1
[42] C/C(=N\Nc1ccc2nncn2n1)c1cccs1
[43] CN1CCN(S(=O)(=O)c2ccc3[nH]cc(C(=O)O)c(=O)c3c2)CC1
[44] CCOc1ccc(N=Nc2c(=O)[nH]n3c(C)cc(C)nc23)cc1

entry no. | 37 | 38 | 39 | 40 | 41 | 42 | 43 | 44
EBV gp42 block | -27 | -17 | -20 | -9 | -11 | -10 | -10 | -57
L929 necroptosis | 0.2 | -1.0 | 0.1 | -0.6 | 0.4 | 2.5 | 0.0 | 0.9
KCC2 mod | 0.22 | -4.1* | 0.55 | -0.16 | 1.1 | 1.3 | 1.1 | 0.14
eIF4E 4G PPI | -14 | 0 | -3 | 0 | -12 | -2 | 9 | -8
MDM2 E3 inh | 1 | -5 | -10 | -5 | . | -7 | -4 | -7
Calpain2 inh | -3 | 3 | -21 | -3 | -69 | 2 | -17 | 15
TNF necrop inh | 0.0 | -2.7 | -0.2 | -0.2 | 0.4 | 1.6 | 0.1 | -0.8
PERK inhibitor | 1.1 | 0.7 | 1.8 | 0.9 | 0.2 | 1.9 | 0.5 | 0.6
Rad51 HR inh | -4 | 10 | -10 | 3 | . | 9 | -3 | 7

Taken from above.
TNF necrop inh result of compound 42 stands at 1.6
TNF necrop inh result of compound 43 stands at 0.1
